Screening data as filed in PubChem BioAssay.
PI5P4Ka inh: PI5P4K alpha (human) kinase inhibition. P48426. PI5P4Kalpha enzyme, ADP-Glo luminescence, 60 min; stronger effect = lower value. max response, %. 330,000 tested, 1.2% active; active means max response of -50% or lower; inconclusive means between -30% and -50%; inactive means -30% or higher; further: value at the top dose of about 77 µM; on the % scale 0 is the no-effect control and ±100 the full control effect
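PI5P4Kalpha ADP-Glo assay; 5 microM ATP final; 60 min RT reaction; HEPES pH 7.4/EGTA/CHAPS, 5% DMSO; controls lacking substrate or enzyme; luminescent end-point.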
CCT chaperon mod: cytosolic chaperonin activity modulation; purified chaperonin ATPase assay, HTRF ADP detection, 30 min; 360,000 tested, 0.3% active; activity change, % (concentration not given with the values), hits read low; in the data active means activity change below about -30%; further: on the % scale 0 is the no-effect control and ±100 the full control effect
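TRiC at 40 or 20 nM final (batch-dependent) in 30 mM Tris pH 7.4, 100 mM KCl, 5 mM MgCl2, 1 mM DTT, with compound at single 76 uM and 10 uM ATP, 30 min at 37 deg C. ADP detected by HTRF Transcreener, 665/615 ratio.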
WRN helicase inh: blocks human WRN helicase. 360,000 tested, 0.46% active. AID 651768. Q14191. WRN helicase unwinding, fluorescent forked duplex, kinetic. Potency, µM (highest dose often 114 µM), without a hit: top-dose activity change, negative = inhibition, usual class: inhibitors; further: potency means the concentration at half of the fitted maximal effect; on the % scale 0 is the no-effect control and ±100 the full control effect; nearly all actives have a fitted effect of over 55% in size
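WRN at 20 nM final preincubated with compound 15 min at room temperature; reaction started with 100 nM fluorophore/quencher forked duplex oligonucleotide and 2 mM ATP final. Unwinding followed kinetically by red fluorescence (ex 525, em 598 nm).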
IL-2 act: activators of IL-2. 360,000 tested, 0.065% active. IL-2 activation reporter assay, cell-based qHTS; stimulated with anti-CD3/CD4/CD28 beads; in transgenic mouse T cells. activation, % (series mostly up to about 46 µM); in the data active means activation above about 50%; inconclusive means mostly about 30% to 49%; further: 0% is about no effect
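EGFP and DsRed fluorescence is measured by plate cytometry in unstimulated transgenic mouse T cells exposed to compound for 60 minutes, then stimulated 18 hours at 37 degrees C with anti-CD3/anti-CD4 beads plus anti-CD28.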
EPAC2 agonist: EPAC2 (human) agonism | Q8WZA2 | EPAC2 activation, biochemical qHTS; response scale: 100% = 6.5 mM cAMP response | Potency, µM (top dose mostly 154 µM), inactives show at the highest dose activation, most hits filed as activators | 360,000 tested, 0.079% active; further: potency means the concentration at half of the fitted maximal effect; nearly all actives have a fitted effect of over 50% in size
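qHTS, titration series. 100 nM EPAC2 / 250 nM Rap1B-BODIPY-GDP / 50 uM GDP; RT; ex 480/em 540 nm, 5-min reads to 30 min. Norm. to 6.5 mM cAMP = activation.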
EPAC1 ag: EPAC1 (human) agonism; EPAC1 agonist qHTS, biochemical assay; response scale: 100% = response to 6.5 mM cAMP; Potency, µM (highest dose often 154 µM), for inactives: at the highest dose activation, actives largely listed as activators; 360,000 tested, 0.073% active; O95398; further: potency means the concentration at half of the fitted maximal effect; nearly all actives have a fitted effect of over 60% in size
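Compounds were pinned as a concentration titration into mixtures of EPAC1 (100 nM), BODIPY-GDP-loaded Rap1B (250 nM) and GDP (50 uM). After 5 min at room temperature, fluorescence was followed for 30 min; activity was scaled to 6.5 mM cAMP.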
EPAC1 antag: antagonists of human EPAC1 | Potency, µM (highest dose often 115 µM), without a hit: top-dose activity change, negative = inhibition, usual class: inhibitors | EPAC1 GEF assay, Rap1b-BODIPY-GDP exchange fluorescence | 360,000 tested, 0.14% active | O95398;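 further: potency means the concentration at half of the fitted maximal effect; plate controls were vehicle for no effect and positive control for full effect; nearly all actives have a fitted effect of over 50% in size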
PLK1 PBD block: blocks phosphopeptide binding to human PLK1 polo-box domain; Plk1 PBD binding of FITC phosphopeptide, fluorescence polarization; Potency, µM, without a hit: max response, negative = inhibition, hits mostly inhibitors; P53350; 360,000 tested, 2.8% active; further: potency means the concentration at half of the fitted maximal effect; series mostly up to about 57 µM; on the % scale 0 is the no-effect control and ±100 the full control effect; nearly all actives have a fitted effect of over 65% in size
* = called active by the depositor; ? = inconclusive; · = no result given; [ ] = another dose, or the depositor's remark. Unless noted, the call rests on the fitted dose curve; in most records, active means well fitted curve in the direction sought with a large enough effect; inconclusive means small, poorly fitted or top-dose-only effect, or another doubt; inactive means no such curve, though single readings can be large; an effect the other way counts as inactive or inconclusive.

cpd	PI5P4Ka inh	CCT chaperon mod	WRN helicase inh	IL-2 act	EPAC2 agonist	EPAC1 ag	EPAC1 antag	PLK1 PBD block	SMILES
1	-6	-4.8	-16%	1.8	4%	-5%	-2%	0%	Cc1cc(-c2nnc(SCC(=O)Nc3ccccc3C(F)(F)F)o2)c(C)n1-c1ccccc1
2	-1	-1.0	-1%	-6.2	9%	4%	14%	1%	CN(CC(=O)NCCc1ccc(S(N)(=O)=O)cc1)CC(=O)Nc1ccccc1Cl
3	1	-0.5	3%[57.1 µM]	0.0	-2%	2%	-10%	-3%	CC(Oc1ccc([N+](=O)[O-])cc1Cl)C(=O)Nc1ccc(C(N)=O)cc1 (centres undefined)
4	-5	-0.4	8%	-4.3	9%	-1%	2%	-9%	Cc1cc(CNC[C@H]2O[C@@H](n3ccc(N)nc3=O)[C@H](O)[C@@H]2O)no1
5	4	-1.6	-25%[57.1 µM]	-3.0	-2%	13%	5%	-7%	C/C=C/C(=O)NCCc1ccc(OC)c(OC)c1
6	0	0.9	0%	-0.5	-10%	-11%	5%	-5%	CCOc1ccc(C(C)=O)cc1COC(=O)CNC(=O)C12CC3CC(CC(C3)C1)C2
7	8	-3.5	2%	-0.1	2%	-5%	-28%	4%	O=[N+]([O-])c1ccc(-c2nnc(-c3ccccc3)c(NCCCO)n2)cc1
8	·	-0.2	-6%	-1.4	8%	6%	8%	-6%	COC(=O)c1ccc(CSc2nnc3n(Cc4ccccc4OC)c(=O)c4ccccc4n23)o1
9	-10	-0.5	-2%	-2.5	-12%	-9%	6%	-3%	COc1ccc(N2C(=O)CC(N3CCN(S(=O)(=O)c4c(C)cc(C)cc4C)CC3)C2=O)cc1 (centres undefined)
10	0	0.7	-6%	0.6	7%	2%	16%	-4%	O=C(Nc1ccccn1)c1cc2ccccc2cc1O

(listing goes on)
cpd	PI5P4Ka inh	CCT chaperon mod	WRN helicase inh	IL-2 act	EPAC2 agonist	EPAC1 ag	EPAC1 antag	PLK1 PBD block	SMILES
11	2	0.0	-9%	-2.5	-4%	-1%	14%	-5%	O=C1CN2C(=Nc3ccc(Cl)cc3C2c2ccccc2)CN1 (centres undefined)
12	-12	-1.7	3%	-0.6	-1%	5%	5%	-6%	O=C(c1ccc(S(=O)(=O)c2ccccc2)cc1)N1CCCCCC1
13	·	-0.1	-9%	-3.9	0%	3%	11%	-7%	c1ccc2c(c1)nc1n2C2(N3CCOCC3)CCCC2C1N1CCOCC1 (centres undefined)
14	-1	-1.0	12%	-0.4	2%	0%	-11%	3%	CCOc1ccc(CN(C)C(=O)CCN2C(=O)c3ccccc3C2=O)cc1OC
15	-2	1.8	1%	-0.4	6%	-4%	4%	1%	Cc1c(NC(=O)C(C)C)cccc1-c1nc2ncccc2o1
16	0	1.5	2%	5.6	4%	5%	-8%	3%	CCN1CCCC1CNC(=O)Cn1cnc2ccc(S(=O)(=O)N3CCC(C)CC3)cc2c1=O (centres undefined)
17	-22	-0.3	-6%	-0.3	19%	-3%	8%	?	CNc1[nH]c(=O)[nH]c(=O)c1N=Nc1cc(Cl)ccc1Cl
18	13	0.1	7%	1.5	0%	-3%	7%	-2%	C/C(=C\C(=O)c1ccc(Cl)cc1)Nc1ccc(N2CCOCC2)cc1
19	5	-0.5	-3%	2.0	0%	12%	4%	-3%	CC(C)C(=O)N1CCN(c2ccccc2NC(=O)c2ccc(C#N)cc2F)CC1
20	6	0.9	-7%	2.1	7%	9%	?	-4%	C[C@H]1CN([C@@H](C)CO)C(=O)CCCn2nncc2CO[C@H]1CN(C)S(=O)(=O)c1ccc(-n2cccn2)cc1

Carrying on.
cpd	PI5P4Ka inh	CCT chaperon mod	WRN helicase inh	IL-2 act	EPAC2 agonist	EPAC1 ag	EPAC1 antag	PLK1 PBD block	SMILES
21	4	-0.6	-3%	1.2	1%	-13%	-7%	-16%	C[C@H](CO)N1C[C@H](C)[C@@H](CN(C)C(=O)NC2CCCCC2)Oc2ccc(NS(=O)(=O)c3cn(C)cn3)cc2C1=O
22	2	-0.4	-6%[57.1 µM]	0.8	4%	-1%	-5%	-3%	COCCNC(=O)Cn1cnc2c(cnn2-c2ccc(C)cc2)c1=O
23	2	0.4	10%	0.0	7%	-6%	6%	?	Cc1ccccc1NC(=S)Nc1ccccn1
24	-2	-1.3	-2%	-2.1	7%	5%	-23%	-8%	CCN(C(=O)CSc1nc2ccc(O)cc2c(=O)n1-c1ccc(OC)c(OC)c1)C1CCS(=O)(=O)C1 (centres undefined)
25	-2	-1.5	-7%	-0.6	-1%	-4%	-10%	-6%	O=C(c1ccccn1)C1CCCN(Cc2nc(Cc3cccc(F)c3)no2)C1 (centres undefined)
26	-4	-0.7	-1%	11	22%	8%	17%	73%[activator]	CCOC(=O)CN1C(=O)S/C(=C/c2ccc(N3CCCCC3)o2)C1=O
27	-7	1.1	-5%	-0.4	-1%	-3%	-5%	-1%	CCN(C(=O)COC(=O)c1c(C)nsc1NC)c1ccccc1
28	3	-3.2	3%	-2.3	7%	4%	-7%	-6%	COc1ccc(S(=O)(=O)Cc2ccc(C(=O)NC3CCCC3)o2)cc1
29	12	-4.4	3%[57.1 µM]	0.6	13%	4%	-27%	-22%	CCOC(=O)CSc1nc(=O)n2cccc(C)c2n1
30	-8	-1.3	8%	-1.9	14%	7%	2%	?	O=C(Cc1ccccc1)NCc1ccc(-n2cccc2)cc1

Following part.
cpd	PI5P4Ka inh	CCT chaperon mod	WRN helicase inh	IL-2 act	EPAC2 agonist	EPAC1 ag	EPAC1 antag	PLK1 PBD block	SMILES
31	1	-0.2	-7%	0.8	1%	0%	0%	-8%	Cc1ccc(C(=O)N2[C@@H]3CN(C)C(=O)[C@@]2(Cc2ccccc2)[C@H]2C(=O)N(Cc4ccccc4)C(=O)[C@@H]32)cc1
32	-3	-0.5	0%	-1.0	10%	-3%	-22%	-2%	Cc1cccc(N2CCN(C(=O)C3CCN(c4ncnc5c4nc4n5CCCCC4)CC3)CC2)c1C
33	3	-1.9	2%[57.1 µM]	-0.2	-3%	-17%	-14%	4%	CC(C)NC(=O)OCc1c(COC(=O)NC(C)C)c([N+](=O)[O-])n2c1CCC2
34	·	-2.1	5%	-0.7	26%	6%	14%	27µM*	COC(=O)C1CSc2[nH]c(=O)sc2C1c1ccccc1 (centres undefined)
35	2	-0.6	-3%	-2.8	0%	-8%	-3%	-13%	CC1CCN(S(=O)(=O)c2cccc(C(=O)NC3CCCCC3)c2)CC1
36	-9	0.3	3%	-1.8	9%	-5%	11%	-9%	O=C(CSCc1ccc(Cl)cc1)Nc1ccc2c(c1)OCO2
37	6	1.8	-3%	-0.1	3%	2%	-11%	-4%	O=C(CN1CCCc2ccccc21)Nc1ccc(F)cc1[N+](=O)[O-]
38	-6	-2.8	7%	-2.5	3%	-1%	-2%	-1%	CCN(C(=O)COC(=O)c1cccc(C)c1[N+](=O)[O-])c1c(N)n(Cc2ccccc2)c(=O)[nH]c1=O
39	-3	0.9	-1%	2.0	11%	9%	-8%	-17%	O=S(=O)(O)c1cc2oc(-c3ccccc3)nc2c2ccccc12
40	-2	-0.3	1%	-2.3	-2%	9%	6%	-7%	O=C(NCCc1ccc(Cl)cc1)c1cnccn1

(more compounds)
cpd	PI5P4Ka inh	CCT chaperon mod	WRN helicase inh	IL-2 act	EPAC2 agonist	EPAC1 ag	EPAC1 antag	PLK1 PBD block	SMILES
41	0	-0.6	-2%	5.0	-6%	-6%	-21%	1%	O=C(/C=C/c1ccccc1Cl)N(Cc1ccc(Cl)cc1)C1CCS(=O)(=O)C1 (centres undefined)
42	2	1.7	-4%	-2.1	1%	3%	-1%	7%	CC(=O)Nc1cccc(-c2nc3ccccc3s2)c1C
43	1	0.9	-12%	0.7	6%	5%	8%	0%	CC(NC(=O)C1CCCN1S(=O)(=O)c1cccc2nsnc12)c1ccccc1 (centres undefined)
44	-4	0.8	-2%	0.3	7%	6%	-6%	-14%	CC1CCCN(CCS(=O)(=O)c2ccccc2)C1 (centres undefined)
45	1	1.0	6%	-0.3	-5%	-8%	0%	-5%	CSc1n[nH]c(NCc2ccc(Cl)cc2)n1

Only part of the results is shown (hit frequency here may not be typical).
